From PubChem BioAssay
Mtb BioA inh – blocks M. tuberculosis BioA enzyme activity; purified M. tuberculosis BioA enzyme, plate reader; inhibition, % at 9.99 µM; 360,000 compounds, 0.096% hits; in the data active means inhibition above about 40%
* marks the source's active call; other numbers are inactive results. Some of the compounds tested; rates above refer to the full screens.

The opening two entries (preview)
SMILES	Mtb BioA inh
C[C@H](CO)N1C[C@H](C)[C@H](CN(C)C(=O)Nc2ccc3c(c2)OCO3)Oc2c(NS(=O)(=O)c3ccc(Cl)cc3)cccc2C1=O	2.1
C[C@H](CO)N1C[C@H](C)[C@H](CN(C)CC2CC2)Oc2c(NC(=O)Nc3ccccc3)cccc2C1=O	-0.1

Main list, previewed entries included:
SMILES	Mtb BioA inh
C[C@H](CO)N1C[C@H](C)[C@H](CN(C)C(=O)Nc2ccc3c(c2)OCO3)Oc2c(NS(=O)(=O)c3ccc(Cl)cc3)cccc2C1=O	2.1
C[C@H](CO)N1C[C@H](C)[C@H](CN(C)CC2CC2)Oc2c(NC(=O)Nc3ccccc3)cccc2C1=O	-0.1
C[C@H](CO)N1C[C@H](C)[C@H](CN(C)S(=O)(=O)c2cn(C)cn2)Oc2ncc(C3=CCCC3)cc2C1=O	-2.7
CC(=O)Nc1ccc2c(c1)C(=O)N(C)[C@H]1CC[C@@H](CC(=O)N3CCc4ccccc4C3)O[C@H]1CO2	-3.1
COc1ccc(S(=O)(=O)N(C)C[C@@H]2Oc3ncc(C#CCN(C)C)cc3C(=O)N([C@H](C)CO)C[C@@H]2C)cc1	-1.1
C/C=C/c1ccc2c(c1)O[C@H](CN(C)C(=O)c1cnccn1)[C@@H](C)CN([C@H](C)CO)S2(=O)=O	-0.9
C[C@@H]1CCCCO[C@@H](CN(C)S(=O)(=O)c2ccccc2)[C@@H](C)CN([C@@H](C)CO)C(=O)c2cc(NC(=O)Nc3cccc4ccccc34)ccc2O1	-3.5
C[C@@H]1CN([C@H](C)CO)C(=O)c2cc(NC(=O)NC3CCCCC3)ccc2O[C@@H](C)CCCCO[C@H]1CN(C)Cc1ccc(C(F)(F)F)cc1	-1.9
COc1ccc(CN(C)C[C@H]2Oc3ccc(NC(=O)Nc4c(C)noc4C)cc3CC(=O)N([C@@H](C)CO)C[C@@H]2C)cc1	1.9
CO[C@H](CN(C)S(=O)(=O)c1cn(C)cn1)[C@@H](C)CN(C(=O)Nc1ccc(F)cc1)[C@@H](C)CO	-1.6
N#C[C@H]1[C@H](c2ccc(C3=CCCCC3)cc2)[C@@H](CO)N1C(=O)Cc1ccncc1	3.0
C[C@@H]1CN([C@@H](C)CO)C(=O)c2cccc(NC(=O)C3CC3)c2O[C@H]1CN(C)S(=O)(=O)c1cn(C)cn1	-4.1
CCNC(=O)C[C@@H]1CC[C@H](NS(=O)(=O)c2ccc(F)cc2)[C@H](CO)O1	-0.8
Cc1ccc(S(=O)(=O)N(C)C[C@@H]2Oc3ccc(NC(=O)Nc4ccc(C(F)(F)F)cc4)cc3CC(=O)N([C@H](C)CO)C[C@H]2C)cc1	-3.5
Cc1ccc(S(=O)(=O)N(C)C[C@H]2Oc3c(NC(=O)Nc4ccc(C(F)(F)F)cc4)cccc3C(=O)N([C@H](C)CO)C[C@@H]2C)cc1	-3.7
CCC(=O)N[C@H]1CC[C@@H](CC(=O)NCCN2CCCCC2)O[C@H]1CO	3.3
C[C@@H]1CN([C@H](C)CO)C(=O)Cc2cc(NS(=O)(=O)c3ccccc3)ccc2O[C@@H]1CN(C)C(=O)NC1CCCCC1	0.4
COc1ccc(S(=O)(=O)Nc2cccc3c2O[C@@H](CN(C)C(=O)Nc2c(C)noc2C)[C@@H](C)CN([C@H](C)CO)C3=O)cc1	-1.0
CC(=O)N(C)C[C@H]1Oc2cc(C#Cc3ccccc3)ccc2S(=O)(=O)N([C@@H](C)CO)C[C@H]1C	3.3
Cc1noc(C)c1NC(=O)N[C@@H]1C=C[C@H](CC(=O)Nc2ccc(-c3ccccc3)cc2)O[C@H]1CO	3.5
C[C@@H]1CN([C@@H](C)CO)C(=O)c2cc(NC(=O)NC3CCCCC3)ccc2O[C@@H]1CN(C)S(=O)(=O)c1ccccc1	-1.2
C[C@@H]1CN([C@H](C)CO)C(=O)Cc2cc(NC(=O)Nc3cccc4ccccc34)ccc2O[C@@H]1CN(C)C(=O)Nc1ccc(C(F)(F)F)cc1	4.5
C[C@@H]1CN([C@H](C)CO)S(=O)(=O)c2ccc(C#CCN(C)C)cc2O[C@@H]1CN(C)C(=O)CN(C)C	-2.9
O=C(CN1CCOCC1)N1CCCCN2[C@H](CO)[C@@H](c3ccc(/C=C/c4ccccc4)cc3)[C@H]2C1	3.2
C[C@@H]1CCCCO[C@H](CN(C)S(=O)(=O)c2ccc(Cl)cc2)[C@H](C)CN([C@H](C)CO)C(=O)c2cc(NS(=O)(=O)c3ccc(F)cc3)ccc2O1	-2.4

Random excerpt: three records from the list.
SMILES	Mtb BioA inh
O=C(CN1CCOCC1)N1CCCCN2[C@H](CO)[C@@H](c3ccc(/C=C/c4ccccc4)cc3)[C@H]2C1	3.2
C[C@@H]1CN([C@H](C)CO)C(=O)Cc2cc(NS(=O)(=O)c3ccccc3)ccc2O[C@@H]1CN(C)C(=O)NC1CCCCC1	0.4
C[C@H](CO)N1C[C@H](C)[C@H](CN(C)S(=O)(=O)c2cn(C)cn2)Oc2ncc(C3=CCCC3)cc2C1=O	-2.7

The results go on:
SMILES	Mtb BioA inh
Cc1noc(C)c1NC(=O)N(C)C[C@@H]1Oc2ccc(NC(=O)Nc3cccc4ccccc34)cc2C(=O)N([C@H](C)CO)C[C@@H]1C	2.9
C[C@@H]1CN([C@H](C)CO)S(=O)(=O)c2ccc(C#C[C@@H](C)O)cc2O[C@H]1CN(C)Cc1cncnc1	4.4
Cc1noc(C)c1S(=O)(=O)Nc1ccc2c(c1)C(=O)N([C@@H](C)CO)C[C@H](C)[C@H](CN(C)Cc1ccc(C(=O)O)cc1)OCCCC[C@@H](C)O2	-5.4
C/C=C/c1ccc2c(c1)O[C@H](CN(C)C(=O)c1ccc(F)cc1)[C@H](C)CN([C@H](C)CO)S2(=O)=O	-0.9
CCCN1[C@H](C(=O)NCCN2CCCC2)[C@@H](CO)[C@@H]2Cn3c(ccc(-c4cccnc4)c3=O)[C@@H]21	0.5
C/C=C/c1ccc([C@H]2[C@H](CO)N[C@H]2CN(CC)C(=O)c2ccccn2)cc1	-2.7
O=C(N[C@H]1CC[C@H](CC(=O)N2CCCCC2)O[C@@H]1CO)c1cccc(F)c1	1.9
CCCN(C)C[C@H]1Oc2ncc(-c3ccccc3OC)cc2C(=O)N([C@@H](C)CO)C[C@@H]1C	6.9
C[C@H](CO)N1C[C@H](C)[C@@H](CN(C)C)OCCCC[C@H](C)Oc2ccc(NC(=O)c3ccncc3)cc2C1=O	-1.6
C[C@H](CO)N1C[C@H](C)[C@@H](CN(C)Cc2ccncc2)Oc2ccc(NC(=O)Cc3ccccc3)cc2C1=O	-1.8
O=C(CN1CCOCC1)NCC[C@@H]1CC[C@@H](NC(=O)c2ccccc2F)[C@H](CO)O1	-3.2
Cc1noc(C)c1NC(=O)N(C)C[C@@H]1Oc2ccc(NS(=O)(=O)c3cn(C)cn3)cc2CC(=O)N([C@@H](C)CO)C[C@H]1C	-0.8
O=C(Cc1ccccc1)N1C[C@@H]2[C@H](c3ccccc31)[C@@H](CO)N2C(=O)C1CCOCC1	-3.8
C[C@H](CO)N1C[C@H](C)[C@@H](CN(C)S(C)(=O)=O)Oc2ncc(/C=C/c3ccccc3)cc2C1=O	3.0
CCCNC(=O)N1[C@H](C(=O)NC2CCC2)[C@@H](CO)[C@@H]2Cn3c(ccc(-c4ccccc4OC)c3=O)[C@@H]21	2.5
C[C@H]1CN([C@@H](C)CO)C(=O)c2cc(-c3ccc(C#N)cc3)cnc2O[C@@H]1CN(C)Cc1ccncc1	1.8
C[C@@H]1CCCCO[C@@H](CN(C)S(=O)(=O)c2ccc(F)cc2)[C@@H](C)CN([C@H](C)CO)C(=O)c2cc(NC(=O)Cc3ccccc3)ccc2O1	-4.1
OC(CSc1ccccn1)CC(O)c1ccccc1 (centres undefined)	-1.0
CCCNC(=O)N[C@@H]1C=C[C@H](CC(=O)NC2CCCCC2)O[C@@H]1CO	-1.0
COc1ccc(NC(=O)Nc2ccc3c(c2)C(=O)N([C@H](C)CO)C[C@@H](C)[C@H](CN(C)C(=O)Cc2ccccc2)OCCCC[C@H](C)O3)cc1	1.1
O=C(c1cccc(F)c1)N1C[C@H]2[C@@H](c3ccccc31)[C@@H](CO)N2C(=O)C1CC1	-5.1
COCC(=O)Nc1ccc2c(c1)C(=O)N(C)C[C@@H](OC)[C@H](C)CN(Cc1cncnc1)[C@H](C)CO2	-1.8
CNC(=O)C[C@H]1CC[C@@H]2[C@@H](COc3ccc(NC(=O)Nc4ccc(F)cc4)cc3C(=O)N2C)O1	11
Cc1noc(C)c1NC(=O)Nc1ccc2c(c1)CC(=O)N([C@@H](C)CO)C[C@@H](C)[C@H](CN(C)S(=O)(=O)c1ccccc1)O2	-1.2
C[C@@H]1CN([C@H](C)CO)C(=O)Cc2cc(NS(C)(=O)=O)ccc2O[C@@H]1CN(C)S(=O)(=O)c1ccc(F)cc1	-0.7

A few values from above:
In Mtb BioA inh, C[C@@H]1CN([C@@H](C)CO)C(=O)c2cccc(NC(=O)C3CC3)c2O[C@H]1CN(C)S(=O)(=O)c1cn(C)cn1 reads -4.1
In Mtb BioA inh, O=C(Cc1ccccc1)N1C[C@@H]2[C@H](c3ccccc31)[C@@H](CO)N2C(=O)C1CCOCC1 reads -3.8
In Mtb BioA inh, C[C@@H]1CN([C@H](C)CO)S(=O)(=O)c2ccc(C#C[C@@H](C)O)cc2O[C@H]1CN(C)Cc1cncnc1 reads 4.4
In Mtb BioA inh, CCC(=O)N[C@H]1CC[C@@H](CC(=O)NCCN2CCCCC2)O[C@H]1CO reads 3.3
In Mtb BioA inh, O=C(CN1CCOCC1)N1CCCCN2[C@H](CO)[C@@H](c3ccc(/C=C/c4ccccc4)cc3)[C@H]2C1 reads 3.2
In Mtb BioA inh, CCNC(=O)C[C@@H]1CC[C@H](NS(=O)(=O)c2ccc(F)cc2)[C@H](CO)O1 reads -0.8
In Mtb BioA inh, O=C(N[C@H]1CC[C@H](CC(=O)N2CCCCC2)O[C@@H]1CO)c1cccc(F)c1 reads 1.9

The results go on.
SMILES	Mtb BioA inh
COc1ccc(S(=O)(=O)Nc2ccc3c(c2)C(=O)N([C@H](C)CO)C[C@H](C)[C@H](CN(C)S(=O)(=O)c2cccs2)O3)cc1	0.1
COc1ccc(S(=O)(=O)Nc2ccc3c(c2)C(=O)N([C@H](C)CO)C[C@H](C)[C@H](CN(C)S(=O)(=O)c2ccc(OC)cc2)O3)cc1	1.1
COc1ccc(NC(=O)Nc2ccc3c(c2)CC(=O)N([C@H](C)CO)C[C@H](C)[C@@H](CN(C)C)O3)cc1	1.1
CCCC(=O)Nc1ccc2c(c1)OC[C@H](C)N(C)C[C@@H](C)[C@H](OC)CN(C)C2=O	-2.6
CCCNC(=O)N1C[C@@H]2[C@H](c3ccccc31)[C@@H](CO)N2C(=O)Nc1ccccc1F	-0.1
Cc1cccc(-c2ccc([C@H]3[C@H]4CN(S(=O)(=O)c5cccs5)CCCCN4[C@H]3CO)cc2)c1	-0.4
C[C@@H]1CN([C@H](C)CO)C(=O)Cc2cc(NS(=O)(=O)c3cn(C)cn3)ccc2O[C@H]1CN(C)C(=O)Nc1ccccc1	-0.1
COc1ccc(CN(C)C[C@@H]2OCCCC[C@H](C)Oc3ccc(NC(=O)CCC(F)(F)F)cc3C(=O)N([C@H](C)CO)C[C@H]2C)cc1	0.8
Cc1noc(C)c1S(=O)(=O)Nc1ccc2c(c1)C(=O)N([C@@H](C)CO)C[C@H](C)[C@H](CN(C)C(=O)Cc1ccccc1)OCCCC[C@@H](C)O2	-1.3
CCN1[C@@H]2Cn3c(ccc(-c4ccc(OC)cc4)c3=O)[C@H]1[C@@H](C(=O)NCC1CC1)[C@@H]2CO	-4.1
C[C@@H]1CN([C@H](C)CO)C(=O)c2cc(NC(=O)Nc3ccc(C(F)(F)F)cc3)ccc2O[C@H]1CN(C)S(C)(=O)=O	7.2
COc1ccc(NC(=O)Nc2ccc3c(c2)C(=O)N([C@H](C)CO)C[C@H](C)[C@H](CN(C)Cc2ccncc2)O3)cc1	2.7
C[C@@H]1CN([C@H](C)CO)C(=O)c2ccccc2-c2ccccc2CO[C@H]1CN(C)C(=O)C1CC1	1.4
Cc1noc(C)c1S(=O)(=O)Nc1ccc2c(c1)C(=O)N([C@@H](C)CO)C[C@@H](C)[C@H](CN(C)C(=O)Nc1ccccc1)OCCCC[C@@H](C)O2	-1.7
C[C@H](CO)N1C[C@H](C)[C@@H](CN(C)C)Oc2ncc(-c3ccc(C(=O)N(C)C)cc3)cc2C1=O	-0.5
C[C@H](CO)N1C[C@H](C)[C@H](CN(C)S(=O)(=O)c2ccccc2)OCCCC[C@H](C)Oc2ccc(NS(=O)(=O)c3cccs3)cc2C1=O	-0.1
Cc1noc(C)c1S(=O)(=O)Nc1ccc2c(c1)C(=O)N([C@@H](C)CO)C[C@@H](C)[C@@H](CN(C)C(=O)Nc1ccc(C(F)(F)F)cc1)OCCCC[C@H](C)O2	-2.2
COc1ccc(NC(=O)N2CC[C@@H]3[C@H]2c2cc(-c4ccc(F)cc4)ccc2N(C)[C@H]3CO)cc1	-0.5
C[C@H](NC(=O)C[C@@H]1CC[C@@H](NC(=O)c2cccnc2)[C@@H](CO)O1)c1ccccc1	0.0
CO[C@@H]1CN(C)C(=O)c2cc(NC(=O)Nc3ccccc3F)ccc2OC[C@H](C)N(Cc2ccccc2C(=O)O)C[C@H]1C	0.7
O=C(C[C@@H]1CC[C@@H]2[C@H](COC[C@H](O)CN2Cc2nccs2)O1)NCc1ccc(Cl)cc1	-2.2
C[C@H](CO)N1C[C@H](C)[C@H](CN(C)S(=O)(=O)c2ccc(F)cc2)Oc2ccc(NC(=O)Nc3ccccc3)cc2C1=O	-2.4
CC(=O)N(C)C[C@@H]1Oc2ncc(C#Cc3ccc(F)cc3)cc2C(=O)N([C@H](C)CO)C[C@@H]1C	-0.9
Cc1noc(C)c1S(=O)(=O)Nc1ccc2c(c1)CC(=O)N([C@H](C)CO)C[C@H](C)[C@@H](CN(C)S(=O)(=O)c1c(C)noc1C)O2	-1.0
COCCN(C[C@@H]1N[C@@H](CO)[C@@H]1c1ccc(-c2cccc(F)c2)cc1)C(C)=O	-0.5
CO[C@H]1CN(C)C(=O)c2cc(NS(=O)(=O)CC(F)(F)F)ccc2OC[C@@H](C)N(CC2CCCCC2)C[C@@H]1C	3.8
C[C@H](CO)N1C[C@H](C)[C@@H](CN(C)C(=O)Nc2cccc3ccccc23)Oc2ccc(NC(=O)c3ccncc3)cc2CC1=O	-0.2
CCCC(=O)Nc1ccc2c(c1)C(=O)N(C)C[C@@H](OC)[C@@H](C)CN(C(=O)c1ccncc1)[C@H](C)CO2	1.6
